TSHR antagonist = blocks TSH signaling through the human TSH receptor | TSHR-expressing cells, TSH-stimulated cAMP HTRF, 2 h; hits give low values | activity change, negative = inhibition, % at 11.5 µM | hit rate 0.2% among 330,000 | AID 504810;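 active = activity change below a set negative limit, meaning inhibition stronger than a set level, cut at about -70% in these data; inconclusive = activity change between two set negative limits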; also: % is scaled to controls: 0 for no effect and ±100 for the full control effect
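TSHR-expressing cells were treated with compounds, then stimulated with TSH at EC80 (4nM final) for 2 hours at 37 deg C. Cellular cAMP was measured by HTRF competition between lysate cAMP and cAMP-d2 for a cryptate-labelled anti-cAMP antibody.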
ELG1 DNA repair = inhibitors of ELG1-dependent DNA repair in HEK293T cells; HEK293T ELG1-luciferase reporter, luminescence, 16 h; DNA damage induced by 5-fluorouridine; Potency, µM (titrated, usually from 46.1 µM), inactives show at the highest dose activity change, negative = inhibition, most hits filed as inhibitors; hit rate 2.3% among 330,000; AID 504467; also: potency is read from the fitted curve at half-maximal effect; % is scaled to controls: 0 for no effect and ±100 for the full control effect; nearly all actives have a fitted effect of over 55% in size
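Step one: seed 2,000 cells per well. Step two: pin-transfer compound or DMSO alongside 5-fluorouridine. Step three: incubate 16 hr, 37 °C, 5% CO2. Step four: add ONE-Glo, wait 30 min, read luminescence.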
Mito fusion act = inhibitors of mitochondrial division or activators of mitochondrial fusion | S. cerevisiae fusion-defective mutant growth rescue, CellTiterGlo 48 h | Potency, µM (series often up to 46.1 µM), inactives show at the highest dose growth rescue (activation), most hits filed as activators | hit rate 0.23% among 320,000 | AID 485298;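 also: potency is read from the fitted curve at half-maximal effect; % of control where 0% means no effect; nearly all actives have a fitted effect of over 45% in size; temperature-sensitive fusion mutants such as fzo1-1 at 37 °C on non-fermentable ethanol glycerol medium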
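Temperature-sensitive fusion-defective S. cerevisiae (e.g. fzo1-1, mgm1-5) were grown with compound in YPEG medium (3% ethanol, 3% glycerol) for 48 hours at 37C. Growth rescue was measured as viability by CellTiterGlo luminescence after 10 minutes at ambient.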
USP2a block = USP2a (human) protease inhibition | O75604 | USP2 core, Ub-CHOP2 coupled fluorogenic reporter, 485/531 | Potency, µM (top dose mostly 38.3 µM), for the others: at the highest dose activity change, negative = inhibition, hits mostly inhibitors | hit rate 0.01% among 330,000 | AID 463254;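 also: potency is read from the fitted curve at half-maximal effect; plate controls were DMSO wells for no effect and full inhibition by NEM control for full effect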
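Cell-free coupled assay: 10nM USP2 core preincubated 30min RT with compound in Tris-HCl pH 8.0/CaCl2/CHAPS buffer, then 25nM Ub-CHOP2 and 25nM reporter substrate; fluorescence (Ex 485/Em 531) read after 60min RT, normalized to NEM inhibition, concentration-response curves fitted.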
TCR act = activators of T cell receptors; primary human leukocytes, anti-CD3, IL-2 HTRF, 48 h; AID 504894; 330,000 tested, under 10 active; Potency, µM (titrated, usually from 9.22 µM), for the others: at the highest dose activation of IL-2 secretion, actives largely listed as activators; also: % of control where 0% means no effect
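Readout: HTRF IL-2, Eu-cryptate/d2 antibody pair, 320nm excitation, 665nm emission. Stimulus: a-CD3 beads, no co-stimulation. Cells: primary human leukocytes. Exposure: 48 hr with compound.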
TRPV1 agonist = human TRPV1 agonism. Q8NER1. TRPV1-expressing cells, Fluo-8 calcium influx, agonist mode. activation, % at 8.33 µM. hit rate 0.19% among 320,000; in the data active = activation above about 80%; inconclusive = between about 30% and that limit; also: 0% is about no effect
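Fluo-8 calcium influx in TRPV1-expressing cells, kinetic read (ex 480/em 520 nm). Compound added and read 3 min for agonist activity, followed by capsaicin at EC20 final and 2 min further read for enhancement.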
AT treatment = potential ataxia-telangiectasia treatments restoring KAP-1 phosphorylation. […] A-T fibroblasts, KAP-1 phosphorylation AlphaLISA; neocarzinostatin DNA damage 30 min before lysis. Potency, µM (doses to about 57.5 µM), without a hit: at the top dose activation, actives largely listed as activators. hit rate 0.19% among 320,000; also: potency is read from the fitted curve at half-maximal effect; % of control where 0% means no effect; nearly all actives have a fitted effect of over 45% in size
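ATM-like activity read as KAP-1 phosphorylation via AlphaLISA donor/acceptor antibody pairs after lysis and 6 hr at 25C. Cells were ATM-null patient fibroblasts ([…], hTERT), dosed 60 min, then exposed to the DSB inducer NCS for 30 min.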
hERG WT inh = blocks the wildtype human KCNH2 potassium channel; Q12809; U2OS, BacMam KCNH2, thallium flux FluxOr; hits give low values; activity change, % at 1.84 µM; hit rate 0.37% among 340,000; AID 720551;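 active = maximum activity change below -70%; inconclusive = maximum activity change between -70% and -50%; inactive = maximum activity change above -50%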; also: % is scaled to controls: 0 for no effect and ±100 for the full control effect
Target sequence (Q12809 whole entry, looked up): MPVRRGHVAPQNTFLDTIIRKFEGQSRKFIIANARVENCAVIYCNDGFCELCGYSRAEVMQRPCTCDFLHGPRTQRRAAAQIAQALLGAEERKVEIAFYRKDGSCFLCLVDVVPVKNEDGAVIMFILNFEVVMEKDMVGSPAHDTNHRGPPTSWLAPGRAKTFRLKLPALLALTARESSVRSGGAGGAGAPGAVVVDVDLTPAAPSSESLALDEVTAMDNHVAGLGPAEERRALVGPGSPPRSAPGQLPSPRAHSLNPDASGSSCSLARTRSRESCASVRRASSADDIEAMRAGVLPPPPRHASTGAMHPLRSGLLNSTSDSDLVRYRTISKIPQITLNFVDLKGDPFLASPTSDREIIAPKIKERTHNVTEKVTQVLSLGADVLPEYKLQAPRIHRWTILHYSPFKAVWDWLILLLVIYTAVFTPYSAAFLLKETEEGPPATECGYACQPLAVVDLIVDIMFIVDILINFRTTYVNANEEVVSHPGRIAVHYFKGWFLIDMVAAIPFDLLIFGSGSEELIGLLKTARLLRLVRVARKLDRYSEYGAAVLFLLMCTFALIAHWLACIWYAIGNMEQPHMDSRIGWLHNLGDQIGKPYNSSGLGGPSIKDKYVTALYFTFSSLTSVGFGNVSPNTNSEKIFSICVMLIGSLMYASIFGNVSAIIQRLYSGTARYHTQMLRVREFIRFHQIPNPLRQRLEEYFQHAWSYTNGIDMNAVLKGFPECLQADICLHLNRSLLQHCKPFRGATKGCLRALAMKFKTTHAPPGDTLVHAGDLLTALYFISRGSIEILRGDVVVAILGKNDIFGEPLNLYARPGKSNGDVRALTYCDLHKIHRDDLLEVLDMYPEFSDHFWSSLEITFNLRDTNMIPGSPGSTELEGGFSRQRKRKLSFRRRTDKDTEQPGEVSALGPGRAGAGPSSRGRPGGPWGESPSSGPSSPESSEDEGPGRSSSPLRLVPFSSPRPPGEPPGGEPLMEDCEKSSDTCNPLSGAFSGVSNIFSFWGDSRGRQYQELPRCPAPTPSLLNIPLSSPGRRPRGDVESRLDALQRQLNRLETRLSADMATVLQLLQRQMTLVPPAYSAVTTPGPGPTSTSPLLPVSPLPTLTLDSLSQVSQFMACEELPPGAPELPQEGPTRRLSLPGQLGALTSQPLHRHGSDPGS
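U2OS cells were transduced with wild-type KCNH2 virus (2.03 x 10^8 / mL) for 4 h at room temperature, then cultured overnight at 37 C. Thallium flux was read with FluxOr dye. Rate constants were normalized to DMSO controls.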
KCNH2 3.1 inh = blocks the human KCNH2 3.1 channel isoform; U2OS KCNH2 3.1, thallium flux FluxOr; hits give low values; activity change, % (tested at about 1.8 µM); hit rate 0.95% among 340,000;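 active = maximum activity change below -70%; inconclusive = maximum activity change from -70% to -50%; inactive = maximum activity change above -50%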;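 also: thallium influx rate constant from kinetic fluorescence after stimulation buffer; % is scaled to controls: 0 for no effect and ±100 for the full control effect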
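Virally transduced U2OS (3.1 isoform, 4 h infection in dark at RT) → overnight 37 C → FluxOr + Red40 in HBSS/HEPES, 45 min → stimulation buffer, 2 min kinetic read → rate constant vs DMSO controls.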
Eya2 phos inh = blocks the phosphatase activity of human Eya2; O00167; recombinant Eya2, OMFP fluorescence dephosphorylation (OMFP is methylfluorescein phosphate); Potency, µM (series often up to 76.9 µM), without a hit: at the highest dose activity, negative = inhibition, most hits filed as inhibitors; hit rate 0.006% among 330,000; also: potency is read from the fitted curve at half-maximal effect; % is scaled to controls: 0 for no effect and ±100 for the full control effect
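Eya2 (0.2 uM) preincubated 10 min at ambient with compound, then OMFP substrate added at 50 uM; 10 min reaction in 50 mM HEPES pH 7.5, 50 mM NaCl, 5 uM MgCl2, 0.05% BSA, 1 mM DTT. Fluorescence read at Ex 485/Em 525 nm.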
* hit, by the source's call; ? = inconclusive; . = no result given; [ ] = dose if it differs, or a comment. Unless noted, calls follow the shape of the dose curve; as a rule, active = well fitted curve in the direction sought with a large enough effect; inconclusive = small, poorly fitted or top-dose-only effect, or another doubt; inactive = no such curve, though single readings can be large; an effect the other way counts as inactive or inconclusive. A portion of the library; the hit share may differ from the screen's.

1. CC(C)OC(=O)[C@H]1[C@H](c2ccc(Cl)cc2)[C@@](C#N)(C(N)=O)[C@@H]2C=CC(C(N)=O)=CN21
2. Cc1nccc2oc(=O)c(NC(=O)c3ccc(Cl)cc3)cc12
3. CC(C)NC(=O)CC1OC(=O)c2ccccc21 (configuration not stated)
4. COc1ccccc1C(=O)NC(CCSC)C(=O)Nc1ccc(C)c(S(=O)(=O)N2CCOCC2)c1 (configuration not stated)
5. CC(C)(C)C(=O)Nc1nc(=S)ss1
6. COc1cc(NC(=O)CSc2nnc3n2C(C)(C)Cc2ccccc2-3)cc(OC)c1
7. CC(OCCN(C)C)C(=O)C12CC3CC(CC(C3)C1)C2 (configuration not stated)
8. NC(=O)c1nsc(C(=O)N(c2cccc(F)c2)C(C(=O)NCc2ccccc2)c2ccc(O)cc2)c1N (configuration not stated)
entry no.	1	2	3	4	5	6	7	8
TSHR antagonist	5	-12	-2	.	4	2	0	-11
ELG1 DNA repair	1%	-1%	11%	?	?	22µM*	3%	?
Mito fusion act	-3%	-2%	0%	.	2%	0%	-1%	-3%
USP2a block	-1%	3%	3%	2%	2%	0%	3%	2%
TCR act	2%	-13%	-53%	5%	-11%	0%	0%	3%
TRPV1 agonist	-3	29	-3	.	4	10	1	-2
AT treatment	2%	1%	1%	-9%	-3%	-1%	-3%	3%
hERG WT inh	-10	-10	-9	-1	-19	15	2	-9
KCNH2 3.1 inh	0	6	1	3	.	-3	5	-8
Eya2 phos inh	8%	-27%	1%	1%	.	9%	0%	-9%

9. N#C/C(=C\c1ccc(OC(=O)c2cccs2)cc1)c1nc2ccccc2[nH]1
10. COc1cccc(/C=C/C(=O)OCC(=O)c2c[nH]c3ccccc23)c1OC
11. Cc1ccc(C(=O)N/C(=C\c2cccs2)c2nc3ccccc3[nH]2)cc1
12. Cc1ccc(C(=O)N2CCN(Cc3ccc4c(c3)OCO4)CC2)cc1[N+](=O)[O-]
13. CC(OC(=O)CNS(=O)(=O)c1ccc(C#N)cc1)C(=O)Nc1cccc(C#N)c1 (configuration not stated)
14. O=C(CNc1cccc2ccccc12)N/N=C/c1ccccn1
15. O=C(c1ccccc1O)N1N=C(c2ccccc2)CC1(O)C(F)(F)F (configuration not stated)
16. COc1ccc(CNC(=O)CCCn2nc(C)c3c(C)n(-c4ccccc4)nc3c2=O)cc1
entry no.	9	10	11	12	13	14	15	16
TSHR antagonist	26	-21	30	1	-6	-1	-1	-10
ELG1 DNA repair	?	16µM*	2%	?	6%	?	?	3%
Mito fusion act	8%	-6%	17%	0%	-3%	0%	7%	-2%
USP2a block	-2%	0%	4%	2%	1%	-1%	-4%	3%
TCR act	0%[46.1 µM]	-6%[46.1 µM]	1%[46.1 µM]	-5%	-4%	-1%	2%	1%
TRPV1 agonist	24	14	-5	13	0	8	22	2
AT treatment	.	-5%	0%	8%	0%	-4%	4%	-6%
hERG WT inh	10	-22	36	7	11	-3	1	-8
KCNH2 3.1 inh	0	-30	3	3	7	8	-12	-25
Eya2 phos inh	2%	-7%	-6%	-23%	7%	1%	-10%	-12%

17. COCCCN=C1NN=C(c2cc(C)n(Cc3ccccc3Cl)c2C)CS1
18. O=[N+]([O-])c1ccc(N2CCN(c3cccc(Cl)c3)CC2)cn1
19. Cc1ccc(N2C(=O)/C(=C\c3ccc(C(C)C)cc3)N=C2SC2CCOC2=O)cc1 (configuration not stated)
20. CCOC(=O)c1c(NC(C)=O)sc2c(O)cccc12
21. C=CCN(CC=C)C(=O)C1CCN(Cc2ccc(OCc3ccccc3)cc2)CC1
22. COc1ccc(CCNc2c(N)n(Cc3ccccc3)c(=O)[nH]c2=O)cc1OC
23. COc1ccc(C2=CN(Cc3ccccc3)CCC2=O)cc1
24. COc1ccccc1C1CCCN1Cc1nc(-c2ccc(C)s2)oc1C (configuration not stated)
entry no.	17	18	19	20	21	22	23	24
TSHR antagonist	-15	0	-3	-4	-3	-11	-11	-10
ELG1 DNA repair	?	?	2%	?	3%	-7%	0%	?
Mito fusion act	1%	10%	1%	0%	-8%	-1%	.	-6%
USP2a block	1%	3%	3%	2%	0%	-2%	-1%	-1%
TCR act	-4%	9%	3%[46.1 µM]	3%	.	6%	-1%	-5%
TRPV1 agonist	1	3	2	-3	2	-1	.	11
AT treatment	-20%	1%	1%	-1%	-1%	4%	-4%	-4%
hERG WT inh	2	6	-1	-6	36	7	12	-1
KCNH2 3.1 inh	-6	-45	-9	23	-34	3	27	4
Eya2 phos inh	5%	-4%	-7%	0%[15.4 µM]	-4%	-22%	-2%	1%

Next part (three carried over from the part before).
22. COc1ccc(CCNc2c(N)n(Cc3ccccc3)c(=O)[nH]c2=O)cc1OC
23. COc1ccc(C2=CN(Cc3ccccc3)CCC2=O)cc1
24. COc1ccccc1C1CCCN1Cc1nc(-c2ccc(C)s2)oc1C (configuration not stated)
25. C#CCOc1ccc(Br)cc1C(c1c(C)[nH][nH]c1=O)c1c(C)[nH][nH]c1=O
26. Cc1csc(NC(=S)Nc2cccc(Cl)c2)n1
27. COc1cc(C(=O)Nc2ccc3c(c2)ncn3C(C)(C)C)cc(OC)c1OC
28. Cn1nc(-c2ccc(Cl)cc2)c2cc(C(=O)NCCN3CCOCC3)sc21
29. c1coc(Cn2c(-c3ccco3)nc3ccccc32)c1
30. O=C(CN1CCCCCC1)Nc1c(Cl)cc(Cl)cc1Cl
31. COc1cccc(/C=C2/C(=O)NN(c3ccc(Br)cc3)C2=O)c1O
32. Cc1cc(C)nc(CCNC(=O)c2cc(COc3ccc(F)cc3F)on2)n1
entry no.	22	23	24	25	26	27	28	29	30	31	32
TSHR antagonist	-11	-11	-10	53	-4	4	21	-3	2	-4	-5
ELG1 DNA repair	-7%	0%	?	0%	?	?	?	?	?	13%	3%
Mito fusion act	-1%	.	-6%	4%	0%	1%	-6%	-18%	-7%	-7%	8%
USP2a block	-2%	-1%	-1%	1%	-1%	0%	-6%	0%	1%	3%	0%
TCR act	6%	-1%	-5%	-3%	-3%[46.1 µM]	-1%	-1%	-2%	7%	.	-3%
TRPV1 agonist	-1	.	11	-4	16	-3	-4	11	-2	0	4
AT treatment	4%	-4%	-4%	-2%	3%	-3%	12%	5%	-3%	10%	-4%
hERG WT inh	7	12	-1	-14	-21	-12	2	2	22	-3	-14
KCNH2 3.1 inh	3	27	4	-8	10	5	0	1	17	9	-2
Eya2 phos inh	-22%	-2%	1%	-9%	-2%	7%	6%	-16%	11%	-3%	-8%

33. CCOC(=O)c1c(C)[nH]c(C)c1C(=O)COC(=O)[C@@H](NC(=O)c1ccco1)C(C)C
34. COc1ccccc1NC(=O)C1=C(C)Nc2nnnn2C1c1ccccc1OC (configuration not stated)
35. COc1ccc(C)cc1NC(=O)c1cc2ccccc2cc1OCC(=O)NCc1ccco1
36. Cc1onc(-c2c(Cl)cccc2Cl)c1C(=O)Nc1ccc(C(N)=O)cc1
37. NC(=O)Cc1ccc(C(=O)c2ccc(F)cc2)s1
38. CC1(C)Cc2cccc(OCC(=O)NCCOc3ccccc3)c2O1
39. CCOC(=O)C1CCN(S(=O)(=O)c2ccc3[nH]c(=O)ccc3c2)CC1
40. COc1ccc(CCNC(=O)CSc2nc3sc(C(=O)O)c(C)c3c(=O)[nH]2)cc1OC
41. C=CCn1c(CCC(O)CCCCC)n[nH]c1=S (configuration not stated)
entry no.	33	34	35	36	37	38	39	40	41
TSHR antagonist	-5	1	8	-6	3	-10	4	13	0
ELG1 DNA repair	6%	-1%	3%	-5%	28%	4%	2%	-4%	10%
Mito fusion act	.	-7%	4%	4%	1%	6%	-1%	0%	-2%
USP2a block	2%	0%	3%	3%	0%	8%	2%	2%	-1%
TCR act	-6%	-2%	1%	-3%	-5%	4%	3%	1%	0%[46.1 µM]
TRPV1 agonist	.	1	-2	0	2	?	23	2	-1
AT treatment	3%	2%	1%	3%	3%	-1%	6%	5%	10%
hERG WT inh	-10	6	14	-5	1	-3	19	7	-1
KCNH2 3.1 inh	-8	-3	.	5	0	12	-12	1	-28
Eya2 phos inh	2%	0%	-31%	-2%	5%	7%	14%	11%	3%

Screens (PubChem)
